hERG rescue = shields human hERG channel from block by proarrhythmic agents; CHO-hERG, FluxOR thallium flux, dofetilide IC70 present; activation (rescue from dofetilide block), less the hit threshold, % at 10 µM; 0.51% of 310,000 active; AID 1511;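 active = activation above the mean of controls blocked by dofetilide plus 5 SD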;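 note: thallium influx through hERG after potassium depolarization seen as dye fluorescence rise; in these data hits start at about 4.7%; inactives centre near -7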
ANO1 block = inhibitors of mouse TMEM16A calcium-activated chloride channel; HEK293 TMEM16A/YFP iodide influx fluorescence, ionomycin; normalized B-score (activity score, 25-100; higher = stronger inhibition) at 10 µM; 1.2% of 310,000 active; AID 588511;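 active = ratio plate-corrected score three or more library SD toward inhibition, starting fluorescence score within five deviations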;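 note: score derived from kinetic fluorescence span divided by baseline fluorescence per well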
KCNK9 inh = blocks the human KCNK9 two-pore domain potassium channel; Q9NPC2; HEK293 KCNK9, FluxOR thallium flux fluorescence; stronger effect = lower value; B-score at 10 µM; 1.2% of 310,000 active; AID 488922;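 active = ratio B-score over 3 SD below the library mean, with starting fluorescence within 5 SD of its mean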;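 note: negative B-score means less thallium flux so channel inhibition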
KCNQ1 block = human KCNQ1 channel inhibition. P51787. CHO-K1 KCNQ1, FluxOR thallium flux fluorescence; stronger effect = higher value. B-score at 10 µM. 1.3% of 310,000 active. AID 2642;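 active = compounds whose thallium flux B-score, printed positive for inhibition, exceeds three library SD while starting fluorescence stays within three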;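 note: channel opened by potassium depolarization with thallium stimulus after 20 min compound exposure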
Target sequence (P51787 whole entry, looked up): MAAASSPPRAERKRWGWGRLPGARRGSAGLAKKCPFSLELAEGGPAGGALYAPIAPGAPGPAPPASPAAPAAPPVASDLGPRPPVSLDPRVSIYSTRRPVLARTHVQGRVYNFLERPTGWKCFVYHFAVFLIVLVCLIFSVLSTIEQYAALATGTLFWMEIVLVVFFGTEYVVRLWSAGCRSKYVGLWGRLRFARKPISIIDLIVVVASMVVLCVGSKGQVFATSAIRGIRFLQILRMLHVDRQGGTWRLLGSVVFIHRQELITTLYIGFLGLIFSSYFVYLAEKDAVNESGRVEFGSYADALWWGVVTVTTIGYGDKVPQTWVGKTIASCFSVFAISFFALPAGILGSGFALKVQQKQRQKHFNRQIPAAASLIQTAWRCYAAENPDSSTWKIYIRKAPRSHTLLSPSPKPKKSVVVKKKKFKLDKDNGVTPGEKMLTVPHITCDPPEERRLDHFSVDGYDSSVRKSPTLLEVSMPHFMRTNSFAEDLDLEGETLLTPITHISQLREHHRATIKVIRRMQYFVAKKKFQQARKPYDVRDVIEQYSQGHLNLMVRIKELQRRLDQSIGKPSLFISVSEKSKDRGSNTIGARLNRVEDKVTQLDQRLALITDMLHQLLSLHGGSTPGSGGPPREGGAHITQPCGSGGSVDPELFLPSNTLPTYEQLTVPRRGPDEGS
ANO1 activ = activates or potentiates the mouse TMEM16A chloride channel | Q8BHY3 | HEK293 TMEM16A/YFP-H148Q/I152L, iodide quench fluorescence; stronger effect = lower value | B-score at 10 µM | 0.3% of 340,000 active;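 active = fluorescence-ratio B-score plate-corrected deviation score at least 3 library SD below zero, with starting fluorescence score within 5 deviations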;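 note: channel opened by trigger with iodide after compound preincubation; score built on the fluorescence ratio of max minus min over baseline; more negative score means more quench and so TMEM16A activation or potentiation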
KCNQ1 pot = potentiators or activators of human KCNQ1 potassium channel; P51787; CHO-K1 KCNQ1, thallium flux FluxOR fluorescence; stronger effect = higher value; B-score at 10 µM; 0.35% of 310,000 active; AID 2648;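 active = fluorescence ratio B-score, a plate-corrected score, at least three library SD, with initial intensity B-score within 5 SD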
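assay system = CHO-K1 cells stably expressing KCNQ1 | medium = assay buffer, equal DMSO in all wells | timing = 37 °C overnight plating, 90-min dark dye load, 20-min compound pretreatment | measured by = kinetic FluxOR thallium fluorescence, 10-s 1-Hz baseline, 110-s post-stimulus read | measure = fluorescence change relative to baseline, converted to B score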
KCNK3 block = human KCNK3 channel inhibition, primary screen; 0.84% of 340,000 active; CHO-KCNK3 thallium flux, FluxOR fluorescence; stronger effect = lower value; O14649; AID 602410; B-score at 10 µM;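 active = B-score under library mean minus 4 SD, starting fluorescence ratio at most library mean plus 5 SD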;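 note: more negative B-score means stronger inhibition of thallium flux through KCNK3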
DYRK1A inh = inhibitors of rat Dyrk1A kinase; Q63470; ADP-Glo luminescence, NFATc1 peptide; inhibition, % at 12.5 µM; 0.43% of 310,000 active; in the data active = inhibition above about 50%;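 note: plate controls were vehicle with enzyme for no effect and no enzyme for full effect; many of its hits are not listed in these tables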
HDAC3 inh = inhibitors of human histone deacetylase 3. recombinant HDAC3, fluorogenic peptide/trypsin coupled, fluorescence. O15379. 0.15% of 320,000 active. inhibition, % at 8.3 µM. AID 2718; in the data active = inhibition above about 26%, passing the limit was not always enough
Target sequence (O15379 whole entry, looked up): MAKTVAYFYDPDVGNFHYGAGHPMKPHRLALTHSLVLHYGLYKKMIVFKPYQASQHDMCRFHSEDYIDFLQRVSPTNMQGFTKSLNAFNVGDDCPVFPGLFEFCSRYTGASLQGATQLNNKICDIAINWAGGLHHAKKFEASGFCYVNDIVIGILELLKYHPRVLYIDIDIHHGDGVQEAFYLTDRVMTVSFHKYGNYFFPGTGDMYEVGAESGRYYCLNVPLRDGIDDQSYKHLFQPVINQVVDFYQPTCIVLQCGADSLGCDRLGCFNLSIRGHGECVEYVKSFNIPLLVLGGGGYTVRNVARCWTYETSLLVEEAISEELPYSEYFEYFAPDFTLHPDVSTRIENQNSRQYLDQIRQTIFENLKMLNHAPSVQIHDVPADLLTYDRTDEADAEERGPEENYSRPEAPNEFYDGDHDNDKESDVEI
TRPC4 potent = allosteric potentiators of mouse TRPC4 channel. 0.42% of 310,000 active. HEK293 TRPC4beta/mu-opioid, DAMGO EC20, Fluo-4 Ca2+ flux; stronger effect = higher value. B-score at 10 µM. Q9QUQ5;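 active = B-score of calcium response area above 5 SD of library B-scores, with initial fluorescence ratio within 5 SD of library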;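 note: B-score of integrated fluorescence ratio over time as area under calcium response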
TRPC4 act = opens the mouse TRPC4 cation channel; Q9QUQ5; HEK293 TRPC4beta/mu-opioid, Fluo4 calcium fluorescence; stronger effect = higher value; B-score at 10 µM; 0.49% of 310,000 active; AID 2237;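 active = B-score above 5 SD of library B-scores, and initial fluorescence ratio not above library mean plus 5 SD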;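 note: positive B-score marks a calcium rise read as TRPC4 activation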
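System: HEK293 cells stably co-expressing mouse TRPC4beta and mu-opioid receptor; Schedule: Fluo4 dye loading 45 min at room temperature, 110 s recording; Detection: Fluo4 fluorescence, kinetic; Evaluation: B-scored integrated calcium fluorescence ratio; Controls: buffer (low) and maximal DAMGO (high).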
* marks the source's active call; other numbers are inactive results; i = inactive; nt = not tested or not shown. Not all compounds are listed; the hit share may differ from the screen's.

canonical_smiles,hERG rescue,ANO1 block,KCNK9 inh,KCNQ1 block,ANO1 activ,KCNQ1 pot,KCNK3 block,DYRK1A inh,HDAC3 inh,TRPC4 potent,TRPC4 act
Cc1ccc(C)c(N2CCN(C(=O)CCC(=O)Nc3nnc(CC(C)C)s3)CC2)c1,-7.5,i,i,i,i,i,i,-0.5,-3.6,i,i
CC(C)n1cc(CN2CCC(C(=O)Nc3cccc(-c4cscn4)c3)CC2)cn1,-7.6,i,i,i,i,i,i,2.5,nt,i,i
CCn1c(SCC(=O)NCC2CCCO2)nnc1-c1ccc(S(=O)(=O)N2CCN(C)CC2)cc1 (configuration not stated),-11.9,i,i,i,i,i,i,5.3,-12.4,i,i
CN(C)Cc1nnnn1-c1ccccc1,-6.6,i,i,i,i,i,i,-3.0,-1.3,i,i
CC(=O)Nc1sc(/C(C#N)=C/c2ccc(Cl)c(Cl)c2)nc1-c1ccc(C)cc1,-18.6,nt,i,16*,i,i,i,-3.7,nt,i,i
CN1C(=O)CC(C(=O)O)SC1=Nc1ccc(F)cc1 (configuration not stated),1.1,i,i,i,i,i,i,-1.7,11.0,i,i
COc1ccc(C2=NN(C(=O)c3cccc([N+](=O)[O-])c3)C(c3cccc([N+](=O)[O-])c3)C2)cc1 (configuration not stated),-8.6,i,-13.2*,i,i,i,i,-4.7,-6.3,i,i
CCc1nc2cccnc2n1-c1ccc(CC(=O)O)cc1,-11.4,i,i,i,i,i,i,0.3,7.7,i,i
Cc1ccc(C(=O)NCC(=O)OCC(=O)Nc2ccccc2[N+](=O)[O-])cc1,-15.3,i,i,i,i,i,i,-4.9,6.8,i,i
CC(=O)NCCOc1cccc2ccccc12,-4.9,i,i,i,i,i,i,3.4,-4.7,i,i
N#C/C(=C1\CCCN1)c1nc(-c2ccccc2)cs1,-2.9,i,i,i,i,i,i,nt,4.6,i,i
O=C(NC(=S)NC1CCS(=O)(=O)C1)c1ccccc1 (configuration not stated),-1.4,i,i,i,i,i,i,-10.0,0.7,i,i
O=C(OC(C(=O)Nc1ccc(Cl)c(C(F)(F)F)c1)c1ccccc1)C1=COCCO1 (configuration not stated),-4.6,i,i,i,i,i,i,-0.5,14.4,i,i
CCCCN(CC)CCNC(=O)CNC(=O)Cn1ccc2ccccc2c1=O,-16.5,i,i,i,i,i,i,nt,-6.8,i,i
COc1ccc(NC(=O)CN(C)C(=O)CCCc2nc3ccccc3s2)cc1,-10.6,i,i,i,i,i,i,-0.6,nt,i,i
Cc1cccc(C(=O)O/N=C2/CC3CCC2(C)C3(C)C)c1 (configuration not stated),-11.7,i,i,i,i,i,i,5.2,6.5,i,i
CCCc1ccc(-c2cc(C(=O)NN3CCOCC3)c3ccccc3n2)cc1,-13.4,i,i,i,i,i,i,1.9,-5.9,i,i
Cc1ccc(CNS(=O)(=O)c2ccc3c(c2)NC(=O)CS3)cc1,-11.2,i,i,i,i,i,i,nt,2.5,i,i
O=c1nc(/C=C/c2cc([N+](=O)[O-])ccc2Cl)cc(C(F)(F)F)[nH]1,-6.2,i,i,i,i,i,i,-1.6,1.8,i,i
CCC(NC(=O)c1ccc([N+](=O)[O-])cc1[N+](=O)[O-])c1ccccc1 (configuration not stated),-8.6,i,i,i,i,i,i,1.2,-2.8,i,i
Cn1c(=O)[nH]c(=O)c2c1nc([N+](=O)[O-])n2Cc1ccccc1,-10.7,i,i,i,i,i,i,4.0,-2.9,i,i
Cc1nnc(SCC(=O)NCCN2C(=O)CSC2=O)n1-c1ccccc1,-7.1,i,i,i,i,i,i,-2.4,0.6,i,i
COc1ccc2cc(CCNS(=O)(=O)c3ccc(NC(C)=O)cc3)c(=O)[nH]c2c1,-5.0,i,i,i,i,i,i,1.6,3.9,i,i
Cc1ccc(NC(=O)COC(=O)CCOc2ccccc2C)cc1,-14.8,i,i,i,i,i,i,2.3,-5.2,i,i
O=C(COC(=O)/C=C/c1ccc(F)cc1)Nc1cccc(S(=O)(=O)N2CCCC2)c1,-7.0,i,i,i,i,i,i,1.5,4.7,i,i

New compounds follow:
canonical_smiles,hERG rescue,ANO1 block,KCNK9 inh,KCNQ1 block,ANO1 activ,KCNQ1 pot,KCNK3 block,DYRK1A inh,HDAC3 inh,TRPC4 potent,TRPC4 act
COc1ccc(Nc2nc(NCCO)nc(N3CCCC3)n2)cc1,-6.4,i,i,i,i,i,i,-1.3,0.4,i,i
COc1ccc(CCNc2ncnc3c2c(C)c(C)n3CCO)cc1OC,-6.6,i,i,i,i,i,i,3.7,4.4,i,i
CCOCCn1c(N2CCN(c3ccccc3)CC2)nc2c1c(=O)[nH]c(=O)n2C,-8.9,i,i,i,i,i,i,0.2,5.5,i,i
CCOC(=O)c1c(CN2CCN(C)CC2)oc2ccc(OC)cc12,-10.2,i,i,i,nt,i,i,nt,1.7,i,i
Cc1ccc(Sc2ccc(C(=O)N3CCOCC3)cc2[N+](=O)[O-])cc1,-5.0,i,i,i,i,i,i,-2.0,-3.0,i,i
CC(=O)Nc1cc2nc(C)n(Cc3ccccc3)c2nc1C,-4.2,i,i,i,i,i,i,-0.1,-6.7,i,i
CCN1CCN(c2cc(C)c3cc(NC(=S)N4CCN(c5ccc(F)cc5)CC4)ccc3n2)CC1,-9.7,i,i,i,i,i,i,2.4,nt,i,i
O=C(NCCOc1ccccc1)C1CCCCC1,-13.4,i,i,i,i,i,i,nt,1.4,i,i
CCCOc1ccc(-c2nc(N)n[nH]2)cc1,-13.4,i,i,i,i,i,i,6.4,1.4,i,i
Cc1cc(C(=O)COc2ccccc2C(N)=O)c(C)n1CC1CCCO1 (configuration not stated),-32.6,100*,i,i,i,i,i,5.6,-9.5,i,i
COc1ccc(C(=O)CN2C(=O)NC3(CCCc4ccccc43)C2=O)c(OC)c1 (configuration not stated),-7.5,i,i,i,i,i,i,-14.8,-1.2,i,i
O=C(Nc1ccc(Cl)cc1)Nc1nnc(/C=C/c2ccccc2)s1,-6.7,i,i,i,i,i,i,3.4,-1.7,i,i
CCN(CC)CCNc1ncnc2c1sc1nc(N3CCOCC3)c3c(c12)CC(C)(C)SC3,-26.7,i,i,i,i,i,i,23.2,14.5,i,i
Cc1cc(C(=O)N/N=C/c2c(C)n(C)c3ccccc23)n[nH]1,-15.4,i,i,i,i,i,i,0.9,7.8,i,i
CC1(C)CC(Nc2ccc(Nc3ccccc3)cc2)CC(C)(C)N1,-10.3,i,i,i,i,i,i,1.3,3.4,i,i
CCc1c(C)nc(SCC(=O)N2CCc3ccccc32)[nH]c1=O,-9.0,nt,i,i,nt,i,nt,nt,nt,i,i
Cc1cccc(C2CC(c3ccc(F)cc3)Nc3nc(N)nn32)c1 (configuration not stated),-13.4,i,i,i,i,i,i,17.4,3.0,i,i
COc1cccc(/C=N/NC(=O)c2c(-c3ccccc3)noc2C)c1O,-11.9,i,i,i,i,i,i,7.0,-1.2,i,i
OCC[C@H]1C[C@@H](O)[C@H](O)[C@]2(OCCCc3ccccc32)O1,nt,i,nt,nt,i,nt,i,2.0,1.2,nt,nt
Cc1ccc2cc(CCNC(=O)c3cccs3)c(=O)[nH]c2c1C,-4.9,i,i,i,i,i,i,2.9,-9.9,i,i
COCCNC(=O)CCCCCN1C(=O)CCC1=O,-15.0,i,i,i,i,i,i,-2.7,-18.1,i,i
CN1CCN(S(=O)(=O)c2ccc(Cl)cc2)CC1,-8.4,i,i,i,i,i,i,2.7,-2.2,i,48*
COc1ccccc1Oc1ccc(S(=O)(=O)Nc2cccnc2)cc1,-12.2,i,i,i,i,i,i,7.9,-11.3,i,i
COc1cn(-c2ccccc2)nc1C(=O)Nc1ccccc1,-10.5,i,i,i,i,i,i,3.7,3.0,i,i
CCN1CCN(C(=O)c2cc(-c3cccnc3)nc3ccc(Br)cc23)CC1,-20.0,i,i,i,i,i,i,-3.2,-0.9,i,i

Additional compounds
canonical_smiles,hERG rescue,ANO1 block,KCNK9 inh,KCNQ1 block,ANO1 activ,KCNQ1 pot,KCNK3 block,DYRK1A inh,HDAC3 inh,TRPC4 potent,TRPC4 act
Nc1nc(-c2ccc(Cl)cc2Cl)cn1N,-1.7,i,i,i,i,i,i,7.1,-0.7,i,i
Cc1cccc(N2CCN(C(=O)c3ccc4c(c3)OCCO4)CC2C)c1 (configuration not stated),-13.5,i,i,i,i,i,i,nt,13.0,i,i
Cc1ccccc1NC(=O)CN1CCC(C(=O)c2ccc3c(c2)OCCO3)CC1,-8.4,i,i,i,i,i,i,0.8,9.8,i,i
O=C(NCCCn1ccnc1)c1cc(-c2ccc3c(c2)OCO3)on1,-12.9,i,i,i,i,i,i,nt,7.7,i,i
Cc1c(C(=O)N2CCOCC2)sc2ncnc(N3CCc4ccccc4C3)c12,-9.5,i,i,i,i,i,i,8.4,2.6,i,i
O=C1NNC(c2ccccc2)=N/C1=C\c1ccco1,-10.8,i,i,i,i,i,i,nt,4.4,i,i
S=C(NCc1ccco1)N1CCN(C(c2ccccc2)c2ccccc2)CC1,-3.7,i,-7.8*,i,i,i,-12.1*,2.9,7.6,i,i
CCOc1ccc(NC(=O)N2CCC(c3ccc(C)cc3)C2)cc1 (configuration not stated),-10.6,i,i,i,i,i,i,0.8,-8.2,i,i
CCOC(=O)c1c(C)[nH]c(C(=O)COC(=O)/C=C/c2ccc(OC(F)F)cc2)c1C,-6.6,i,i,i,i,i,i,-1.2,-5.7,i,i
Cc1c(C)n(CCc2ccccc2)c2ncnc(NCCO)c12,-3.3,i,i,i,i,i,i,-2.2,-0.5,i,i
COC(=O)c1ccc(S(=O)(=O)NNC(=O)c2ccc(S(=O)(=O)N3CCCCC3)cc2)cc1,-9.7,i,i,i,i,i,i,0.8,5.4,i,i
Cc1cc(O)c(/C=N/OCc2ccc(Cl)cc2Cl)c(=O)o1,-0.8,i,i,i,i,i,i,0.4,4.4,i,i
CC(=O)c1ccc(/C=C/c2nc3ccccc3n2C)o1,-4.5,i,i,i,i,i,i,nt,-20.7,i,i
COc1ccc(C(C)NC(=O)c2ccncc2)cc1 (configuration not stated),-2.9,i,i,i,i,i,i,-4.7,-1.5,i,i
Cn1c(N)c(C(=O)COc2ccc(C#N)cc2)c(=O)n(C)c1=O,-9.1,i,i,i,-9.08*,i,i,-2.7,0.8,i,i
COc1cc(NC(=O)c2cccs2)c(C(=O)OCC(=O)NC(C)c2ccccc2)cc1OC (configuration not stated),-13.8,i,i,i,i,i,i,5.5,3.5,i,i
